Chronic BCR inh: chronic active BCR signaling inhibition | ABC-DLBCL IkBa-CBG/CBR reporter, luminescence ratio, 4 h | Potency, µM (doses to about 46.1 µM), for the others: top-dose ratio change, negative = lower green/red ratio, actives largely listed as inhibitors | 340,000 compounds, 0.05% hits; active means well fitted inhibition curve with a large enough effect in the signal ratio, with a control signal flat, not every such curve was filed as active; inconclusive means small, poorly fitted or top-dose-only effect, or effect the other way, or a change in a side signal; the % refers to the signal ratio;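 further: potency means the concentration at half of the fitted maximal effect; plate controls were basal doxycycline-induced cells for no effect and cells given 10 µM MG132 for full effect; MG132 reads +100%, hits lower the ratio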
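Compounds up to 46 uM were incubated four hours with TMD8 cells whose green CBG68 luciferase is fused to IkappaBalpha; red CBR luminescence normalised the signal, and concentration-effect curves were fitted to fusion, red and ratio data.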
ELG1 repair inh: blocks ELG1-dependent DNA repair in HEK293T cells; HEK293T ELG1-luciferase reporter, luminescence, 16 h; DNA damage induced by 5-fluorouridine; Potency, µM (highest dose often 46.1 µM), inactives show top-dose activity change, negative = inhibition, usual class: inhibitors; 330,000 compounds, 2.3% hits; AID 504467; further: potency means the concentration at half of the fitted maximal effect; on the % scale 0 is the no-effect control and ±100 the full control effect; nearly all actives have a fitted effect of over 55% in size
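HEK293T cells expressing luciferase-tagged ELG1 (2,000/well) received 5-Fluorouridine plus compound or DMSO for 16 hr at 37 °C. Luciferase was read by ONE-Glo luminescence after 30 min at room temperature.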
Eya2 inh: Eya2 (human) phosphatase inhibition; Potency, µM (highest dose often 76.9 µM), inactives show top-dose activity, negative = inhibition, most hits filed as inhibitors; 330,000 compounds, 0.006% hits; recombinant Eya2, OMFP fluorescence dephosphorylation (OMFP is methylfluorescein phosphate); O00167; further: potency means the concentration at half of the fitted maximal effect; on the % scale 0 is the no-effect control and ±100 the full control effect
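Eya2 protein (added as 0.2 uM solution) was preincubated with compound for 10 min at ambient temperature in 50 mM HEPES pH 7.5, 50 mM NaCl, 5 uM MgCl2, 0.05% BSA, 1 mM DTT. OMFP (added at 50 uM) then reacted 10 min; fluorescence read at 485/525 nm.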
A-T KAP1 phos: potential ataxia-telangiectasia treatments restoring KAP-1 phosphorylation | […] A-T fibroblasts, KAP-1 phosphorylation AlphaLISA; neocarzinostatin DNA damage 30 min before lysis | Potency, µM (series often up to 57.5 µM), for inactives: at the highest dose activation, actives largely listed as activators | 320,000 compounds, 0.19% hits | AID 485349; further: potency means the concentration at half of the fitted maximal effect; % of control where 0% means no effect; nearly all actives have a fitted effect of over 45% in size
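ATM-like activity read as KAP-1 phosphorylation via AlphaLISA donor/acceptor antibody pairs after lysis and 6 hr at 25C. Cells were ATM-null patient fibroblasts ([…], hTERT), dosed 60 min, then exposed to the DSB inducer NCS for 30 min.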
TCR activator: activators of T cell receptors; Potency, µM (highest dose often 9.22 µM), inactives show top-dose activation of IL-2 secretion, most hits filed as activators; 330,000 tested, under 10 active; AID 504894; primary human leukocytes, anti-CD3, IL-2 HTRF, 48 h; further: % of control where 0% means no effect
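IL-2 produced over 48 hr by a-CD3 bead-stimulated primary human leukocytes exposed to compounds was detected with a homogeneous time-resolved FRET immunoassay, 665nm acceptor signal after 320nm excitation.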
TSHR antag: blocks TSH signaling through the human TSH receptor; P16473; TSHR-expressing cells, TSH-stimulated cAMP HTRF, 2 h; hits give low values; activity change, negative = inhibition, % at 11.5 µM; 330,000 compounds, 0.2% hits;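 active means activity change below a set negative limit, meaning inhibition stronger than a set level, cut at about -70% in these data; inconclusive means activity change between two set negative limits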; further: on the % scale 0 is the no-effect control and ±100 the full control effect
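Freshly harvested TSHR cells receive pin-tooled compound, then EC80 TSH at 4nM final. After 2 hours at 37 deg C, antibody in lysis buffer and cAMP-d2 are added; 30 minutes at ambient temperature precede the HTRF read.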
Integrin act MD: integrin-mediated muscular dystrophy alleviation activation; alpha7betagal myoblasts, beta-gal FDG fluorescence, 48 h; 350,000 compounds, 0.064% hits; Potency, µM (titrated, usually from 38.3 µM), for the others: at the top dose activation, actives largely listed as activators;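 further: potency means the concentration at half of the fitted maximal effect; 100% = response of the positive control SU9516; nearly all actives have a fitted effect of over 60% in size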
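alpha7betagal+/- myoblasts (passage 13, 250/well) treated 48 h at 37C with compounds at 1:260 dilution of DMSO stock. Lysed, then beta-galactosidase activity read as FDG fluorescence (ex 480/em 540) after 30 min, with pre-read for autofluorescence.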
Tb PFK block: blocks T. brucei phosphofructokinase; Potency, µM (titrated, usually from 57.5 µM), for the others: top-dose activity, negative = inhibition, usual class: inhibitors; AID 485367; 330,000 compounds, 0.17% hits; O15648; T. brucei PFK, ADP-Glo luminescence;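 further: potency means the concentration at half of the fitted maximal effect; 0% = uninhibited 1x PFK enzyme wells and -100% = no-enzyme wells; nearly all actives have a fitted effect of over 60% in size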
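In TEA buffer at pH 8.0 with 5 mM MgCl2, enzyme (1.25 nM) converted F6P (0.5 mM) and ATP (0.1 mM) for 45 min at room temperature. ADP product was read by luciferase luminescence.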
PTAP TSG101 blk: blocks PTAP/TSG101 interaction to inhibit HIV-1 budding; Q99816; Fluorescence polarization, FITC-PTAP peptide / Tsg101 binding; Potency, µM (titrated, usually from 115 µM), inactives show at the top dose activity change, negative = inhibition, usual class: inhibitors; 340,000 tested, under 10 active; active means well fitted inhibition curve with a large enough effect in the main read-out, with a control signal flat, not every such curve was filed as active; inconclusive means small, poorly fitted or top-dose-only effect, or effect the other way, or a change in a side signal; inactive means no such curve, though single readings can be large or run the other way; further: potency means the concentration at half of the fitted maximal effect; % of control where 0% means no effect
Target sequence (Q99816 whole entry, looked up): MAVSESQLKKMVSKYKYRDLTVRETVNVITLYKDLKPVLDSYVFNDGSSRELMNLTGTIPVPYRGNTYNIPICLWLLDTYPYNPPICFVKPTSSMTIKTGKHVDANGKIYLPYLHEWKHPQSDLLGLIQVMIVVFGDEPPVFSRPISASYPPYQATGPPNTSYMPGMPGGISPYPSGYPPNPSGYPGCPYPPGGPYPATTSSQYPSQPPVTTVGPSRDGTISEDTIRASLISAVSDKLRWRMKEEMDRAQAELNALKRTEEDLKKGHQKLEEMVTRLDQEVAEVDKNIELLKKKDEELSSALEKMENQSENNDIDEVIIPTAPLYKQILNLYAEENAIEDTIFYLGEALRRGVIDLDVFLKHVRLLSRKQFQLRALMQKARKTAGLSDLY
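Steps: Tsg101 binding domain dispensed (10 uM final), compounds pinned in DMSO, FITC-labeled PTAP-motif peptide added (50 nM final); after 20 min binding at room temperature, polarization measured.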
ASM inhibitor: human S-ASM enzyme inhibition; P17405; 340,000 compounds, 0.006% hits; placental ASM, HMU-PC fluorogenic substrate, 60 min; AID 504937; Potency, µM (doses to about 57.5 µM), for inactives: at the top dose activity change, negative = inhibition, actives largely listed as inhibitors; further: potency means the concentration at half of the fitted maximal effect
Target sequence (P17405 47-631 limits assumed): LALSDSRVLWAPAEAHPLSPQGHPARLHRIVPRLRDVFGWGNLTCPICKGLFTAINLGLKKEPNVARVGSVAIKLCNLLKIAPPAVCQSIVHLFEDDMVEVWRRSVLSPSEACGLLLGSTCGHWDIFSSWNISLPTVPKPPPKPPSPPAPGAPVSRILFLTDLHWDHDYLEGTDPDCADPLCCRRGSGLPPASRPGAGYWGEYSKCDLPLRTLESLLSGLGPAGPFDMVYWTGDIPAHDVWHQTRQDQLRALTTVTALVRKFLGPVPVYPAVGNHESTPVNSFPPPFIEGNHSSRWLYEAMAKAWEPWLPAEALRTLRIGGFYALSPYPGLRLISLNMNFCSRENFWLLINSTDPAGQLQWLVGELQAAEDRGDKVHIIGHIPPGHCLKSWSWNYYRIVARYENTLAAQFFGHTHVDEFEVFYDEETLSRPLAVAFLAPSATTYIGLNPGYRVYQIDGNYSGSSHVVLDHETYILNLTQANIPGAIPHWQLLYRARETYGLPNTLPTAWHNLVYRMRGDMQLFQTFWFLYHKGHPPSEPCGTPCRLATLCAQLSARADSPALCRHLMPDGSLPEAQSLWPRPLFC
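Human placenta-derived ASM preincubated with compound 10 min at room temperature, then reacted with 9 uM (final) fluorogenic HMU-PC substrate for 60 min at 37 C. Stop solution raises pH to 10; fluorescence read at Ex 386/Em 447 nm.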
Mito fusion act: inhibitors of mitochondrial division or activators of mitochondrial fusion | S. cerevisiae fusion-defective mutant growth rescue, CellTiterGlo 48 h | Potency, µM (top dose mostly 46.1 µM), for the others: at the top dose growth rescue (activation), most hits filed as activators | 320,000 compounds, 0.23% hits | AID 485298;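 further: potency means the concentration at half of the fitted maximal effect; % of control where 0% means no effect; nearly all actives have a fitted effect of over 45% in size; temperature-sensitive fusion mutants such as fzo1-1 at 37 °C on non-fermentable ethanol glycerol medium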
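Read-out: ATP-based luminescence (CellTiterGlo, 10 min ambient) reporting growth of fusion-defective ts yeast after 48 hours at 37C on glycerol/ethanol YPEG medium in the presence of compound.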
The depositor's hits bear a star; i = inactive; ? = inconclusive; . = no result given; [ ] = another dose, or the depositor's remark. Unless noted, the call rests on the fitted dose curve; in most records, active means well fitted curve in the direction sought with a large enough effect; inconclusive means small, poorly fitted or top-dose-only effect, or another doubt; inactive means no such curve, though single readings can be large; an effect the other way counts as inactive or inconclusive.

SMILES	Chronic BCR inh	ELG1 repair inh	Eya2 inh	A-T KAP1 phos	TCR activator	TSHR antag	Integrin act MD	Tb PFK block	PTAP TSG101 blk	ASM inhibitor	Mito fusion act
Cc1ccc(S(=O)(=O)N2CCCOC2CNC(=O)C(=O)NCc2cccnc2)cc1 (stereo not drawn)	0.0%	6.8%	-8.6%	2.8%	2.4%[46.1 µM]	8.8	3.1%	4.1%	-7.0%	-2.2%	-6.6%
CC(=O)c1ccc(S(=O)(=O)N2CCN(CC(=O)Nc3ccc(Cl)c([N+](=O)[O-])c3)CC2)cc1	6.5%	-24.7%	-2.6%	5.8%	3.4%	-0.9	-9.8%	13.5µM*	-1.0%	-12.9%	0.0%
COC(=O)c1ccc(NC(=O)CSc2nccn2CCc2ccccc2)cc1	?	?	-3.2%	-0.5%	1.7%	-1.4	-19.2%	3.5%	-1.0%	-2.2%	2.0%
CC(=O)Cn1c(CN2CCCC2)nc2ccccc2c1=O	-0.5%	-12.6%	17.9%	-0.6%	-4.1%	22.9	-1.4%	0.6%	-1.4%	3.4%	2.3%
CCCC(C(=O)Nc1nccs1)c1ccccc1 (stereo not drawn)	2.3%	-5.9%	5.2%	1.4%	-0.7%	-12.5	9.1%	4.6%	-4.0%	-22.2%	-2.1%
COCCn1cc(C(=O)NCCN(C)C)c2c3ccccc3n(C)c2c1=O	-16.8%	17.5%	-2.8%	12.3%	-6.4%	-30.8	14.7%	-5.8%	0.4%	14.0%	-5.4%
COc1nccc(C(F)(F)F)c1C(=O)Nc1ccc(Cl)cc1	2.5%	1.7%	2.5%	0.8%	-70.5%	-0.9	0.3%	0.7%	-3.4%	-1.3%	-3.1%
Cc1ccc(N2CCN(c3ccc(NC(=O)CCC(=O)O)cc3)CC2)cc1	2.8%	1.2%	11.7%	7.5%	1.3%[46.1 µM]	5.1	3.5%	0.9%	-1.5%	19.7%	1.1%
Cc1cc(C)c(OCC(=O)N2CC=C(c3ccccc3)CC2)c(C)c1	-0.7%	13.6%	-7.1%	15.5%	-5.5%	5.0	-40.7%[inhibitor]	-8.0%	-0.2%	-12.5%	-5.8%
O=C(N[C@H]1C/C=C\C[C@H](CC(=O)N(CCO)Cc2ccccc2)C(=O)N[C@@H](c2ccccc2)COC1=O)OCC1c2ccccc2-c2ccccc21	4.7%	12.9%	-3.5%	-10.1%	4.5%	6.7	-52.5%	-0.1%	1.1%	-0.6%	.
Cc1ccc(-n2nnnc2SCC(=O)NCC2(N3CCCCC3)CCCCC2)c(C)c1	-4.9%	-3.1%	1.4%	-5.9%	1.6%	-19.6	-51.8%[inhibitor]	-7.6%	6.2%	-0.2%	-7.1%
CC(=O)c1cc(Cc2csc(C(C)=O)c2)cs1	?	?	4.6%	-2.6%	7.1%	0.7	-8.1%	26.9µM*	-13.1%	7.8%	2.6%
Fc1cccc(Cc2noc(CN3CCCN(C4Cc5ccccc5C4)CC3)n2)c1	?	?	-2.5%	-8.3%	-1.3%	7.7	-36.3%	-1.9%	-0.7%	1.5%	-0.1%
Cc1cccc(NS(=O)(=O)c2ccc(OCC(=O)N3CCCC3)cc2)c1	?	-10.7%	2.5%	11.7%	0.0%	1.2	26.7%	-0.9%	-2.1%	1.9%	2.3%
COc1ccc(CCNc2oc(Cc3cccc4ccccc34)nc2C#N)cc1OC	-0.8%	16.4µM*	-20.7%	.	8.7%	-24.1	-21.9%	0.2%	-3.6%	-7.7%	23.1%
Cc1onc(-c2ccccc2)c1C(=O)OCCOc1ccccc1F	16.4%	6.3%	-3.8%	15.7%	-4.1%	-17.6	?	1.9%	2.1%	5.5%	1.8%
CCC(CO)NCc1ccc(Br)cc1 (stereo not drawn)	-9.5%	6.8%	2.2%	-1.8%	5.8%	10.6	17.7%	-1.3%	-1.8%	4.0%	-0.5%
COCCNC(=O)CSc1c2c(nc3ccc(Cl)cc13)CCCC2	?	?	-1.7%	3.2%	-7.9%	0.4	0.0%	3.1%	-1.9%	4.0%	17.8µM*
COC(=O)C1=CO[C@@H](O[C@@H]2O[C@H](CO)[C@@H](O)[C@H](O)[C@H]2O)[C@H]2[C@@H]1C(=O)C[C@@H]2C	1.6%	?	-1.1%	9.8%	-11.1%	-3.5	-22.4%	-3.5%	-5.5%	1.2%	-7.9%
CCCOCC1CC2(SC(=Nc3ccc(C)cc3)NC2=O)C(=O)O1 (stereo not drawn)	?	0.0%	8.6%	-1.8%	3.7%	11.2	-1.1%	0.3%	1.9%	-0.3%	-3.3%
CC(=O)c1ccc(NC(=S)Nc2cccc3cnccc23)cc1	?	-20.2%	7.2%	39.8µM*	2.1%	23.6	2.0%	4.1%	-2.7%	2.6%	-1.1%
CN1CCc2c(sc(NC(=O)c3ccc(S(=O)(=O)N4CCCC4)cc3)c2C(N)=O)C1	-9.8%	-8.6%	12.7%	18.8%	-3.8%	-9.1	52.0%	3.3%	-3.2%	16.0%	2.7%
Cc1nnc(SCC(=O)N2CCCCC2)n1CC1CCCO1 (stereo not drawn)	?	-1.6%	3.2%	0.9%	-26.3%[46.1 µM]	-6.4	-1.5%	1.0%	-1.8%	4.2%	0.5%
CCCN(CC(=O)Nc1ccccc1C)C(=O)c1ccc(S(=O)(=O)N2CCCCCC2)cc1	-0.5%	12.0%	1.7%	0.0%	3.6%	-4.8	-8.7%	1.2%	-3.4%	-1.5%	-2.2%
CC(C)c1ccc(-c2csc3nc[nH]c(=O)c23)cc1	?	?	-8.1%	6.5%	-2.2%	-9.7	?	-2.6%	5.4%	0.5%	6.2%

Some values from the list.
CC(=O)Cn1c(CN2CCCC2)nc2ccccc2c1=O | Mito fusion act = 2.3%
CN1CCc2c(sc(NC(=O)c3ccc(S(=O)(=O)N4CCCC4)cc3)c2C(N)=O)C1 | ASM inhibitor = 16.0%

Continued.
SMILES	Chronic BCR inh	ELG1 repair inh	Eya2 inh	A-T KAP1 phos	TCR activator	TSHR antag	Integrin act MD	Tb PFK block	PTAP TSG101 blk	ASM inhibitor	Mito fusion act
Cc1cc(F)ccc1S(=O)(=O)Nc1ccccc1C(=O)NCc1ccccn1	3.9%	-8.8%	0.5%	1.4%	-1.3%	7.0	i	-4.4%	1.5%	0.3%	3.9%
Cc1cc(C)c(C(=O)CC2(O)C(=O)Nc3ccccc32)cc1C (stereo not drawn)	8.1%	7.1%	17.1%	1.6%	1.1%	7.2	-0.3%	1.8%	-0.7%	-1.8%	-1.6%
CCOc1ccc(C(=O)NCCN2CCOCC2)cc1	?	6.5%	-14.6%	8.1%	-1.7%	-4.1	8.1%	-4.1%	0.7%	2.2%	-6.7%
O=C(CNc1cccc(S(=O)(=O)N2CCCC2)c1)Nc1cccc(F)c1	?	-17.6%	-0.4%	15.6%	1.4%	-7.7	-3.3%	-2.3%	-0.7%	2.4%	1.5%
C=CC(=O)NCC1OCCc2ccccc21 (stereo not drawn)	-1.0%	9.3%	0.6%	-3.5%	-2.5%	-8.8	-0.8%	2.1%	0.4%	-2.2%	-0.8%
CC(=O)NC1=NC(=O)C(C)S1 (stereo not drawn)	1.1%	6.4%	-0.3%	-5.3%	-0.9%	.	21.5%	-2.1%	-1.3%	-1.3%	-0.2%
CCOC(=O)c1c(NC(=O)CCl)sc(C(=O)N(CC)CC)c1C	?	0.0%	4.3%	-4.4%	2.7%	-14.4	-74.2%[inhibitor]	-0.9%	-2.2%	-0.3%	-19.5%
Cc1cccc(C(=O)NNC(=O)CSc2nnc(C3CC3)n2C)c1	-2.9%	9.2%	-25.1%	7.1%	-1.4%	.	8.4%	-1.7%	-2.8%	3.8%	-12.4%
C[C@@H](NC(=O)c1nc[nH]c1C(=O)N[C@@H](Cc1ccccc1)C(=O)OC(C)(C)C)c1ccccc1	14.7%	-17.8%	-12.8%	24.2%	8.9%	-13.0	-43.4%	6.4%	-0.5%	1.8%	9.2%

Source: PubChem BioAssay
